# ANO1 activ: TMEM16A chloride channel activators or potentiators, primary screen, cell-based, HTS; HEK293 TMEM16A/YFP-H148Q/I152L, iodide quench fluorescence; hits give low values; B-score at 10 µM; 340,000 tested, 0.3% active; AID 623877, 2012;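 active = fluorescence-ratio B-score plate-corrected deviation score at least 3 library SD below zero, with starting fluorescence score within 5 deviations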;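 also: channel opened by trigger with iodide after compound preincubation; score built on the fluorescence ratio of max minus min over baseline; more negative score means more quench and so TMEM16A activation or potentiation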
# ANO1 block: TMEM16A chloride channel inhibitors, primary screen, cell-based, HTS | Anoctamin-1 (Mus musculus), Q8BHY3 | HEK293 TMEM16A/YFP iodide influx fluorescence, ionomycin | normalized B-score (activity score, 25-100; higher = stronger inhibition) at 10 µM | 310,000 tested, 1.2% active;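 active = ratio plate-corrected score three or more library SD toward inhibition, starting fluorescence score within five deviations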;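 also: score derived from kinetic fluorescence span divided by baseline fluorescence per well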
# KCNK9 block: KCNK9 potassium channel inhibitors, primary screen, HEK293 cells, thallium flux; B-score at 10 µM; FluxOR thallium flux fluorescence; hits give low values; 310,000 tested, 1.2% active; Potassium channel subfamily K member 9 (Homo sapiens), Q9NPC2;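 active = ratio B-score over 3 SD below the library mean, with starting fluorescence within 5 SD of its mean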;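 also: negative B-score means less thallium flux so channel inhibition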
# Target sequence (Q9NPC2 whole entry, looked up): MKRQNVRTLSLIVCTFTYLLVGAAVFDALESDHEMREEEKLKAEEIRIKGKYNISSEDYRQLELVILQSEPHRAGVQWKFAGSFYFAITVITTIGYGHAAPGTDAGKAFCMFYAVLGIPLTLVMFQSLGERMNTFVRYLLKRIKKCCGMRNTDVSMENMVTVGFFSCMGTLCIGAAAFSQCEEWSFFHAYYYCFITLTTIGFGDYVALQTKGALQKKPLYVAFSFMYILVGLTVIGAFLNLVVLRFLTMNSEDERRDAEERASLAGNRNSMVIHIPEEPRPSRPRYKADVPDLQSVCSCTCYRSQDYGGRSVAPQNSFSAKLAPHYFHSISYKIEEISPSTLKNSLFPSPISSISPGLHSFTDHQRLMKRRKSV
# KCNQ1 act: potentiators or activators of KCNQ1 channel, primary screen, cell-based, thallium flux, high-throughput; Potassium voltage-gated channel subfamily KQT member 1 (Homo sapiens), P51787; CHO-K1 KCNQ1, thallium flux FluxOR fluorescence; hits give high values; B-score at 10 µM; 310,000 tested, 0.35% active;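 active = fluorescence ratio B-score, a plate-corrected score, at least three library SD, with initial intensity B-score within 5 SD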
#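 Doses: Single concentration per compound, DMSO matched to controls | Test system: KCNQ1-transfected CHO-K1 cells | Timing: 90 min dye loading and 20 min compound exposure, both at room temperature | Measured by: Kinetic FluxOR thallium fluorescence, 10-s 1-Hz baseline, 110-s post-stimulus read | Medium: Assay buffer with matched DMSO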
# KCNQ1 inh: inhibitors of human KCNQ1 channel, primary screen, cell-based, thallium flux, high-throughput; Potassium voltage-gated channel subfamily KQT member 1 (Homo sapiens), P51787; CHO-K1 KCNQ1, FluxOR thallium flux fluorescence; hits give high values; B-score at 10 µM; 310,000 tested, 1.3% active; AID 2642, 2010;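 active = compounds whose thallium flux B-score, printed positive for inhibition, exceeds three library SD while starting fluorescence stays within three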;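 also: channel opened by potassium depolarization with thallium stimulus after 20 min compound exposure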
# hERG rescue: hERG rescue from dofetilide block, primary screen, cell-based, CHO-hERG, FluxOR thallium flux, dofetilide IC70. dofetilide IC70 present. activation (rescue from dofetilide block), less the hit threshold, % at 10 µM. 310,000 tested, 0.51% active. AID 1511, 2009;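 active = activation above the mean of controls blocked by dofetilide plus 5 SD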;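 also: thallium influx through hERG after potassium depolarization seen as dye fluorescence rise; in these data hits start at about 4.7%; inactives centre near -7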
# RGS4 inh: RGS4 inhibitors, primary screen, cell-based, HEK293 M3R inducible RGS4, calcium flux; Fluo-4 calcium flux; hits give high values; triggered by carbachol at its EC20; B-score at 10 µM; Regulator of G-protein signaling 4 (Homo sapiens), P49798; 310,000 tested, 0.45% active;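 active = B-score, a plate-corrected calcium signal, over three deviations above library mean, with baseline fluorescence within five deviations of library mean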;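 also: RGS4 expression induced by doxycycline in cells with stable M3 receptor; B-score is computed from the integrated fluorescence ratio over baseline after carbachol; higher B-score means a larger calcium signal and so more RGS4 inhibition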
# Target sequence (P49798 whole entry, looked up): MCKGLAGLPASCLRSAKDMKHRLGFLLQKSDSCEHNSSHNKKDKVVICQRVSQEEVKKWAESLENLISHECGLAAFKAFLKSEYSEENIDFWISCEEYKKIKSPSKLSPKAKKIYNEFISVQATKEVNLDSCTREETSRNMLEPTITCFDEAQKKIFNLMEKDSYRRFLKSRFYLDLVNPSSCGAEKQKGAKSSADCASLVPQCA
# KCNK3 inh: human KCNK3 channel inhibitors, primary screen, CHO cells, FluxOR thallium flux, B-score. FluxOR fluorescence; hits give low values. AID 602410, 2012. 340,000 tested, 0.84% active. B-score at 10 µM;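 active = B-score under library mean minus 4 SD, starting fluorescence ratio at most library mean plus 5 SD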;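 also: more negative B-score means stronger inhibition of thallium flux through KCNK3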
# MrgX1 ag: agonists of human MrgX1 receptor, primary screen, HEK293 cells, Fluo-4 calcium flux. Fluo-4 calcium fluorescence, agonist mode; hits give high values. B-score at 10 µM. 310,000 tested, 0.44% active. AID 588627, 2011;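 active = calcium response B-score plate-corrected fluorescence ratio at least 3 library SD, with starting fluorescence B-score inside 5 SD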
# Target sequence (Q96LB2 whole entry, looked up): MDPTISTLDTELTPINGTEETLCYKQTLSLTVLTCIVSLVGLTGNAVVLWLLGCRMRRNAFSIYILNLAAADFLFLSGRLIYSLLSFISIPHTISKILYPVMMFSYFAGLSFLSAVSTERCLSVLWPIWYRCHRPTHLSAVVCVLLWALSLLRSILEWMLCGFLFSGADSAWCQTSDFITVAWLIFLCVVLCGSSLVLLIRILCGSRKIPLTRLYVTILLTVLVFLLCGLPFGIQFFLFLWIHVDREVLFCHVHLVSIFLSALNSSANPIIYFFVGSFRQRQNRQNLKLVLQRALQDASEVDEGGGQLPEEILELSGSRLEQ
#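 Material: MrgX1-expressing HEK293 cells / Dosing: compound as first of three additions / Incubation: overnight seeding, then 1 h dark dye loading / Signal: Fluo-4 NW calcium fluorescence / Evaluation: B-scored fluorescence response ratio / Benchmarks: positive and negative control wells on each plate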
# RGS4 pot: RGS4 potentiators or activators, primary screen, cell-based, HEK293 M3R inducible RGS4, calcium flux; carbachol calcium flux Fluo4; hits give low values; B-score at 10 µM; 310,000 tested, 0.92% active;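 active = B-score of the integrated calcium signal more than 4 SD below the library mean, with starting fluorescence not abnormally high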;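 also: negative B-score means reduced calcium response which marks RGS4 activation or potentiation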
#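 Reagent: ECmax carbachol challenge; Test system: M3R-expressing HEK293 line, RGS4 induced by doxycycline; Schedule: overnight RGS4 induction, 30 min dye load 37 °C, 20 min compound RT; Detection: calcium dye Fluo4 fluorescence; Read-out: Agonist-evoked peak-minus-minimum fluorescence over baseline, integrated ratio, B score.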
# MrgX1 allo act: positive allosteric modulators of MrgX1, primary screen, HEK293 cells, Fluo-4 calcium flux | FDSS; hits give high values | B-score at 10 µM | 310,000 tested, 0.63% active;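 active = plate-corrected calcium response at least 3 library SD above typical, normal starting fluorescence, not activating the receptor alone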;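 also: compound read alongside a low EC10 to EC30 dose of BAM8-22 agonist; peak minus trough fluorescence over baseline measured at the second addition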
# The depositor's hits bear a star; i = inactive; x = no result given.
SMILES,ANO1 activ,ANO1 block,KCNK9 block,KCNQ1 act,KCNQ1 inh,hERG rescue,RGS4 inh,KCNK3 inh,MrgX1 ag,RGS4 pot,MrgX1 allo act
CN(CC(O)COc1ccc(S(=O)(=O)N2CCOCC2)cc1Cl)C1CCCCC1 (stereo not drawn),i,i,i,i,i,-8.9,i,i,i,i,i
Cn1nc(C(=O)N2CCc3ccccc32)c2ccccc2c1=O,i,i,i,i,i,-12.1,i,i,i,i,i
COCC(C)n1c(C)cc(C(=O)COC(=O)c2ccc3c(c2)NC(=O)CS3)c1C (stereo not drawn),i,i,i,i,i,-9.7,i,i,i,i,i
Cc1ccc(NC(=O)c2cc(=O)c3ccccc3o2)cc1S(=O)(=O)N1CCOCC1,i,i,i,i,i,-8.2,i,i,i,i,i
COc1cccc(OC)c1C(=O)Nc1ccc(S(=O)(=O)N2CCCCC2)cc1,i,i,i,i,i,-10.3,i,i,i,i,i
O=C(c1cccc(C(F)(F)F)c1)N1CCCC1,i,i,i,i,i,-6.3,i,i,i,i,i
COc1ccc2[nH]c(=O)cc(C(=O)O)c2c1,i,i,i,i,i,-7.7,i,i,i,i,i
CC(C)(C)c1ccc(C(=O)c2c[nH]c(C(=O)O)c2)cc1,i,i,i,i,i,-3.8,i,i,i,i,i
CC(C)[C@H](NC(=O)c1ccccc1)C(=O)OCC(=O)N1CC2(C)CC1CC(C)(C)C2 (stereo partly drawn),i,i,i,i,i,-7.9,i,i,i,i,i
Cc1nc(N2CCN(S(=O)(=O)c3cccc4nonc34)CC2)c2c3c(sc2n1)CCCC3,i,i,i,i,i,-0.8,i,i,i,i,i
O=C(NCc1ccc(N2CCCC2=O)cc1)c1cccc(Cl)c1,i,i,i,i,i,-6.3,i,i,i,i,i
COc1ccc(OCCCC(=O)N2CCCc3ccccc32)cc1,-6.4*,i,i,i,i,-7.9,i,i,i,i,i
COc1ccc(N2C(=O)CSC2c2cccs2)cc1 (stereo not drawn),i,i,i,i,i,-6.8,i,i,i,i,i
CCC(C)NC(=O)Cn1ccc2cc(S(=O)(=O)N3CCCCCC3)ccc21 (stereo not drawn),i,i,i,i,i,0.8,i,i,i,i,i
COc1cc(OC)nc(NC2OC(=O)c3ccccc32)n1 (stereo not drawn),i,i,i,i,i,-5.1,i,i,i,i,i
COc1cc2ccccc2cc1C(=O)Nc1ccc(Br)cn1,i,i,i,i,i,-6.8,i,i,i,i,i
O=C1C(c2ccc(F)cc2)N(Cc2ccc3c(c2)OCO3)C(=O)CN1C1CCCC1 (stereo not drawn),i,i,i,i,i,-17.5,i,i,i,i,i
O=C(NC1=NCCS1)c1ccc(OCC2CCCO2)cc1 (stereo not drawn),i,i,i,i,i,-5.1,i,i,i,i,i
CC(C)N(CCNC(=O)c1nn(Cc2ccccc2)c(=O)c2ccccc12)C(C)C,i,i,i,i,i,-5.1,i,i,i,i,i
CC(C)=CCN1CCN(CCCn2cccn2)CC1CCO (stereo not drawn),i,i,i,i,i,-10.3,i,i,i,i,i
CCC(C)NCCOCCOc1ccc(Cl)c(C)c1C (stereo not drawn),i,i,i,i,i,-9.9,i,i,i,i,i
O=C(CCN1CCCCC1)NNC(=O)C12CC3CC(CC(C3)C1)C2,i,i,i,i,i,-1.6,i,i,i,i,i
COc1ccc(CCC(=O)N/N=C\c2cccs2)cc1,i,i,i,i,i,-11.2,i,i,i,i,i
COc1ccc(S(=O)(=O)NC(C)C)cc1-n1cnnn1,i,i,i,i,i,-9.0,i,i,i,i,i
COc1cc2[nH]c(C(=O)Nc3ccc4c(c3)OCCO4)cc2c(OC)c1OC,i,i,i,i,i,-4.1,i,i,i,i,i
CN(Cc1ccccc1)C(=O)CCC1CCN(C(=O)CC2=CCCCC2)CC1,i,x,i,i,i,-11.8,i,i,x,i,x
COC(=O)C1=C(N)OC2=C(C(=O)CCC2)C1c1cccs1 (stereo not drawn),i,i,i,i,i,-15.5,i,i,i,i,i
COc1cccc(C2N(c3ccc(Cl)cc3)C(=O)C3CCCN32)c1 (stereo not drawn),i,i,i,i,i,-8.5,i,i,i,i,i
O=C(Cn1ccsc1=NC(=O)C(F)(F)F)c1ccccc1,i,i,i,i,i,-8.4,i,i,i,i,i
Cc1ccc(OCc2nc(C#N)c(NCc3ccco3)o2)cc1,i,i,i,i,i,-5.2,i,i,i,i,i
Cc1oc2c(C)c(O)ccc2c(=O)c1N1C(=O)c2ccccc2C1=O,i,i,i,i,i,-9.2,i,i,i,i,i
Cn1c2c(c(=O)n(C)c1=O)C(CC(=O)Nc1ccccc1)C(=O)N2 (stereo not drawn),i,i,i,i,i,-8.3,i,i,i,i,i
Cc1cc(C)n2nc(C(=O)N3CCN(c4ccc([N+](=O)[O-])cc4)CC3)nc2n1,i,i,i,i,i,-9.9,i,i,i,i,i
Cc1cc(=O)oc2cc(OCC(=O)NCCCN3CCCC3=O)ccc12,i,i,i,i,i,-7.4,i,i,i,i,i
Cc1onc(-c2ccccc2Cl)c1C(=O)NNC(=O)c1ccc(F)cc1,i,i,i,i,i,0.0,i,i,i,i,i
CCOC(=O)c1c(NC(=O)C2COc3ccccc3O2)sc2c1CCN(Cc1ccccc1)C2 (stereo not drawn),i,i,i,i,i,-10.6,i,i,i,i,i
O=C(CSc1nnc(-c2cccnc2)n1-c1ccccc1)Nc1ccccc1,i,i,i,i,i,-0.5,i,i,i,i,i
COc1ccc(NC(=O)CN(C)C(=O)c2ccc(NS(=O)(=O)c3cccc([N+](=O)[O-])c3)cc2)cc1,i,i,i,i,i,-6.1,i,i,i,i,i
COc1ccc(NC(=O)CN(C)C(=O)c2cccc(S(=O)(=O)N3CCN(c4ccccc4)CC3)c2)cc1,i,i,i,i,i,-18.0,i,i,i,i,i
Cc1onc(-c2ccccc2Cl)c1C(=O)N(C)C1CCCCC1,i,i,i,i,i,-11.8,i,i,i,i,i
Cc1ccccc1-c1nnc(SCCC(=O)N2CCOCC2)o1,i,i,i,i,i,-16.6,i,i,i,i,i
COc1ccc(/C=C/c2c([N+](=O)[O-])c(=O)n(C)c(=O)n2C)cc1,i,i,i,i,i,-6.8,i,i,i,i,i
O=C(NCc1ccc(F)cc1Cl)C1CCN(S(=O)(=O)N2CCCCC2)CC1,i,i,i,i,i,-7.7,i,i,i,i,i
Cc1cc[n+](C(C)C(=O)c2ccc(-c3ccccc3)cc2)cc1 (stereo not drawn),i,i,i,i,i,-8.4,i,i,i,-9.36*,i
CCc1cccc(NS(=O)(=O)c2ccc3c(c2)CCC(=O)N3)c1,i,i,i,i,i,-6.6,i,i,i,i,i
CCOc1ccc(NC(=O)CSc2nc(N)c(-c3ccccc3)c(=O)[nH]2)cc1,i,i,i,i,i,-12.2,i,i,i,i,i
O=C(NC1CCCCC1)C(c1ccc(F)cc1)N(Cc1ccccc1)C(=O)CN1C(=O)c2ccccc2S1(=O)=O (stereo not drawn),i,i,i,i,i,-2.8,i,i,i,i,i
CCN1CCN(CCCNC(=O)c2ccc(/C=C3/Oc4ccccc4N(Cc4cccc(C)c4)C3=O)cc2)CC1,i,i,i,i,7*,-14.4,i,i,i,i,i
Cc1cc(C(=O)N2CCCC(Nc3ccccc3)C2)c2ccc(F)cc2n1 (stereo not drawn),i,i,i,i,i,-7.0,i,i,i,i,i
CC/C(O)=C1\C(=O)CCCC1=NCCc1nc2ccccc2[nH]1,i,i,i,i,i,-5.7,i,i,i,i,i
Cc1c(NC(=S)NC(=O)c2ccccc2)c(=O)n(-c2ccccc2)n1C,i,i,i,i,i,-9.4,i,i,i,i,i
O=C(Cc1ccccc1)NNS(=O)(=O)c1ccc(F)cc1,i,i,i,i,i,-12.4,i,i,i,i,i
CCSc1nnc(NC(=O)Cc2ccccc2OC)s1,i,i,i,i,i,-7.8,i,i,i,i,i
CN1CCc2c(sc3c2C(=O)NC(c2cn(Cc4ccccc4)c4ccccc24)N3)C1 (stereo not drawn),i,i,i,i,i,-41.9,i,i,28.8*,i,i
COc1ccc(N2CCN(c3ccc(NC(=O)c4ccc5c(c4)OCO5)cc3C#N)CC2)cc1,i,i,i,i,i,-3.9,i,i,i,i,i
CCn1c(CN2C(=O)CSc3ccccc32)n[nH]c1=S,i,i,i,i,i,-1.8,i,i,i,i,i
COc1ccc(OC)c(CCNC(=O)c2ccccc2NC(=O)C2=C(C)OCCS2)c1,i,i,i,i,i,-4.2,i,i,i,i,i
CCOC(=O)C1CCN(C(=O)c2ccc3c(c2)NC(=O)/C(=C\c2cccc(C)c2)S3)CC1,i,i,i,i,i,-7.5,i,i,i,i,i
CCOC(=O)c1cnc2c(cnn2C)c1NCCCn1ccnc1,i,i,i,i,i,-7.9,i,i,i,i,i
COc1ccc(OC)c(NC(=O)C(=O)NCCC2=CCCCC2)c1,i,i,i,i,i,-3.4,i,i,i,i,i
COc1cc2c(cc1NC(=O)/C=C/c1ccccc1)oc1ccccc12,i,i,i,i,i,-16.2,i,i,i,i,i
CC(C)n1cnc2c(N(C)c3cccc(Cl)c3)nc(N(CCO)CCO)nc21,i,i,i,i,i,-3.6,i,i,i,i,i
CCc1cc2c(NC(C(=O)O)C(C)C)ncnc2s1 (stereo not drawn),i,i,i,i,i,-7.8,i,i,i,i,i
